Pol iota inh: DNA polymerase iota (human) inhibition | Pol iota fluorescent replication assay, 10 min | Potency, µM (doses to about 115 µM), for the others: at the top dose activity, negative = inhibition, most hits filed as inhibitors | actives 1% (n = 390,000) | AID 588590
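Pol iota at 10 nM preincubated 15 min with compounds at room temperature; reaction started with fluorescent substrate, 50 nM final. Fluorescence read kinetically at 0 and 10 min; buffer-only wells as negative control.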
APEX1 inh: APE1 (human) endonuclease inhibition. Potency, µM (highest dose often 65.8 µM), for the others: top-dose activity change, negative = inhibition, most hits filed as inhibitors. recombinant APE1, TAMRA/BHQ-2 abasic DNA cleavage fluorescence. actives 0.35% (n = 350,000). P27695;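 also: plate controls were vehicle for no effect and reference inhibitor for full effect; nearly all actives have a fitted effect of over 55% in size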
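Incision of a quenched TAMRA/BHQ-2 THF abasic-site duplex (50 nM) by 0.75 nM APE1, after 15 min compound preincubation, measured as fluorescence increase over three 60 s reads. Values normalized to buffer, DMSO and NSC13755 control wells.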
G9a block: inhibitors of human histone lysine methyltransferase G9a; Q96KQ7; G9a H3K9 monomethylation, AlphaScreen, 2 h; Potency, µM (highest dose often 102 µM), inactives show top-dose activity, negative = inhibition, actives largely listed as inhibitors; actives 8.8% (n = 350,000); also: % is scaled to controls: 0 for no effect and ±100 for the full control effect; nearly all actives have a fitted effect of over 75% in size
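G9a (20 nM) was preincubated 15 min with compound, then reacted 2 h at room temperature with 500 nM biotin-H3K9 peptide and 20 µM SAM. Monomethyl-H3K9 detected by AlphaScreen using anti-H3K9me1 antibody.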
Pol eta inh: inhibitors of human DNA polymerase eta | recombinant Pol eta, fluorescent DNA replication assay | Potency, µM (top dose mostly 114 µM), for inactives: at the top dose activity change, negative = inhibition, actives largely listed as inhibitors | actives 1.2% (n = 390,000) | AID 588591; also: % is scaled to controls: 0 for no effect and ±100 for the full control effect
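Pol eta (10 nM) was preincubated with compounds for 15 min at room temperature, after which fluorescent replication substrate (50 nM final) was added to start the reaction. Fluorescence was read kinetically at 0 and 10 min.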
POLB inh: DNA polymerase beta (human) inhibition; P06746; Pol beta primer extension/strand displacement, fluorescence kinetic; Potency, µM (series often up to 114 µM), without a hit: top-dose activity change, negative = inhibition, actives largely listed as inhibitors; actives 1.3% (n = 340,000); also: % is scaled to controls: 0 for no effect and ±100 for the full control effect
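Pol beta (10 nM) was preincubated with compound for 15 min at room temperature. The reaction was then started with 50 nM substrate and read immediately and after a further 10 min at room temperature.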
Pol kappa inh: inhibitors of human DNA polymerase kappa | Potency, µM (highest dose often 107 µM), inactives show at the highest dose activity, negative = inhibition, most hits filed as inhibitors | purified Pol kappa, fluorescent DNA synthesis assay, 10 min | Q9UBT6 | actives 0.53% (n = 400,000); also: % is scaled to controls: 0 for no effect and ±100 for the full control effect
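Pol kappa 10 nM + cpd, 15 min RT; start w/ substrate 50 nM final; fluorescence kinetic read, 0 and 10 min. Neg ctrl: buffer, no enzyme.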
BLM inh: blocks DNA unwinding by human BLM helicase; P54132; recombinant BLM DNA unwinding, fluorescence dequenching; Potency, µM (titrated, usually from 56.1 µM), for inactives: at the top dose activity change, negative = inhibition, usual class: inhibitors; actives 0.2% (n = 350,000); AID 2528;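 also: plate controls were vehicle for no effect and no enzyme for full effect; nearly all actives have a fitted effect of over 35% in size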
JMJD2A Tudor inh: JMJD2A Tudor domain (human) inhibition | AlphaScreen JMJD2A-Tudor / H3K4me3 peptide binding | actives 4.4% (n = 390,000) | AID 504339 | Potency, µM (series often up to 114 µM), for the others: top-dose activity change, negative = inhibition, most hits filed as inhibitors | O75164; also: % is scaled to controls: 0 for no effect and ±100 for the full control effect; nearly all actives have a fitted effect of over 50% in size
BAZ2B block: inhibitors of human BAZ2B bromodomain; AlphaScreen BAZ2B-H3K14Ac peptide displacement; Potency, µM (doses to about 114 µM), for inactives: at the highest dose activity change, negative = inhibition, usual class: inhibitors; actives 4.4% (n = 360,000); also: % is scaled to controls: 0 for no effect and ±100 for the full control effect; nearly all actives have a fitted effect of over 60% in size
Target sequence (Q9UIF8 whole entry, looked up): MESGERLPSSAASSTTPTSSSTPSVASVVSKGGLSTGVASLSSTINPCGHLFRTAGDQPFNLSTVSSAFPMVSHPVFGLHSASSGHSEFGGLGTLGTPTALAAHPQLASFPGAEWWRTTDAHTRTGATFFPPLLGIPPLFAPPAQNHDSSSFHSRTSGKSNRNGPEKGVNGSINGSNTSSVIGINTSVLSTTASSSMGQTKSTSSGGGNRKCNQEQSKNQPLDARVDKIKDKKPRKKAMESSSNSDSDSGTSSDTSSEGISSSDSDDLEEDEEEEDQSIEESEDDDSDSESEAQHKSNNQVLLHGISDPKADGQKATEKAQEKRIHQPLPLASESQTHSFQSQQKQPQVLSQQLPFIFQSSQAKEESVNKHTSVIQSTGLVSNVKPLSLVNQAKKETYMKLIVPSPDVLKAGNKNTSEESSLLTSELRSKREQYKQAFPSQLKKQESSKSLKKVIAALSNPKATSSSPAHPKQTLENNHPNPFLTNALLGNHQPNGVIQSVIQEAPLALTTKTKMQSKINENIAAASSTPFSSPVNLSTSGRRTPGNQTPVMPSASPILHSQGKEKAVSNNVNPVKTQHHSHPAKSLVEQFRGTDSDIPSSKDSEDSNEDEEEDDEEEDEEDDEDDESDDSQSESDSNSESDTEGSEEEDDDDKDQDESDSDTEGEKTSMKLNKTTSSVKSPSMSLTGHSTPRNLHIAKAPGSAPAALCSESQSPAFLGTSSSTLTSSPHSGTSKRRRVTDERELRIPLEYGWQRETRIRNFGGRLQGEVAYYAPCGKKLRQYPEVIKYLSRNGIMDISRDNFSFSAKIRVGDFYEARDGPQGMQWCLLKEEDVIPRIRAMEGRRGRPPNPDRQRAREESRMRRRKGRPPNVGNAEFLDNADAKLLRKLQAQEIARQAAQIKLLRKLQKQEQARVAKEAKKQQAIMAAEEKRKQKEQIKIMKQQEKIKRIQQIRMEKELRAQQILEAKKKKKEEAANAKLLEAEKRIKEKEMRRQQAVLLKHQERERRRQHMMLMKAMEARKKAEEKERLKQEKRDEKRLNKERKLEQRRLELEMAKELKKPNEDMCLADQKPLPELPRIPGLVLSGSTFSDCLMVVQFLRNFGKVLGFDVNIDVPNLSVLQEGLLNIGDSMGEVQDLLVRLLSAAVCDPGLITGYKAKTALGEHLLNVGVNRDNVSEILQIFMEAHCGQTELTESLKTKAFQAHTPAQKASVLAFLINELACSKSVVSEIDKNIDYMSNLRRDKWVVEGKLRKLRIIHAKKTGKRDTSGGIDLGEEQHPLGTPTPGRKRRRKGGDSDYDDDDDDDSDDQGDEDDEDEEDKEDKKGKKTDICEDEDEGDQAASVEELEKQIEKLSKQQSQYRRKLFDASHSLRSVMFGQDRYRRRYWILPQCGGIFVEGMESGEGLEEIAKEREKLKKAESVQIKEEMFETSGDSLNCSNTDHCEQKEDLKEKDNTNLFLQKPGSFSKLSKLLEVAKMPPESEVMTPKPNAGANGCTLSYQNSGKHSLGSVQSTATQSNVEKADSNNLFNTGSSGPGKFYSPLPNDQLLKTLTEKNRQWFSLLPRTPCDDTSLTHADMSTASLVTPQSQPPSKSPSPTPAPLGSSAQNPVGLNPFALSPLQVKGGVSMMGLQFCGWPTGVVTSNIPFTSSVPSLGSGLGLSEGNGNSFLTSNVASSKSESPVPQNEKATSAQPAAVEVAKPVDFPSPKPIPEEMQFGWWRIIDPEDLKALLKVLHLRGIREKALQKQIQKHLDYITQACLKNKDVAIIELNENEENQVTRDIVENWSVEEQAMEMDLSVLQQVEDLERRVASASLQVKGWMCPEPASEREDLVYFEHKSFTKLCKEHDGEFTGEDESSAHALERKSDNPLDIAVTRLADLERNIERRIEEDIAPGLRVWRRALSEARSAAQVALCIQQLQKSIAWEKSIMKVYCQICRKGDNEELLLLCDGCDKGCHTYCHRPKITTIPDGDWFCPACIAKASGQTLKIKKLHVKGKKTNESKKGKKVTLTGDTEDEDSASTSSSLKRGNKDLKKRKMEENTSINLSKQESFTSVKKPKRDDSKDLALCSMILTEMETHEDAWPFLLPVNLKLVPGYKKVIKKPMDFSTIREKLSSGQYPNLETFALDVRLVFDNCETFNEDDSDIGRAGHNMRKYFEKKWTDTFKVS
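BAZ2B 50 nM plus b-H3(5-23)K14Ac 50 nM, PBS pH 7.4/0.01% Tween-20, 30 min RT; compound added (max 110 uM), 30 min RT; streptavidin donor/Ni-chelate acceptor beads 10 ug/mL final, 20 min dark; AlphaScreen read.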
* = called active by the depositor; ? = inconclusive; · = no result given; & = joins results of further samples; [ ] = remark or other dose. Calls follow the shape of the dose curve; as a rule, active = well fitted curve in the direction sought with a large enough effect; inconclusive = small, poorly fitted or top-dose-only effect, or another doubt; inactive = no such curve, though single readings can be large; an effect the other way counts as inactive or inconclusive. Potency is read from the fitted curve at half-maximal effect.

SMILES	Pol iota inh	APEX1 inh	G9a block	Pol eta inh	POLB inh	Pol kappa inh	BLM inh	JMJD2A Tudor inh	BAZ2B block
N#Cc1ccc(NC(=O)Nc2cccc(C#N)c2)cc1	-17%	-1%	-20%[2.33 µM]	-6%	10%	-12%	-5%	-6%	-2%
Cc1[nH][nH]c(=O)c1C(c1ccc(-c2ccccc2C(=O)O)o1)c1c(C)[nH][nH]c1=O	10µM*	?	3.5µM*	11µM*	10µM*	?	?	89µM*	35µM*
COc1ccc(Cl)cc1NC(=O)c1ccc2c(c1)CCN2S(C)(=O)=O	8%	·	21%[59 µM]	-9%	29%	-1%	-2%	-25%	-7%
COC(=O)c1ccc2c(=O)n(CCCCCC(=O)N3CCN(c4ccccc4)CC3)c(=O)[nH]c2c1	13%	3%	-7%	-9%	3%	5%	-1%	56µM*	3%
Cc1nc2scc(C)n2c(=O)c1S(=O)(=O)NCCc1ccccc1	-2%&5%	34%[activator]	-6%&-2%[59 µM]	-14%&-2%	-14%&-7%	12%&4%	-1%&4%	-13%	-3%&-3%
COc1ccc2c(c1)c(=O)c(C(=O)c1ccc(C)cc1)cn2CC(=O)Nc1ccc(F)cc1	-9%	?	?	-17%	1%	-14%	-5%	-18%	-1%
Cc1nnc(SCC(=O)Nc2ccc(S(N)(=O)=O)cc2)n(N)c1=O	-3%	-11%	·	-4%	·	-10%	·	-7%	·
Cc1ccc(S(=O)(=O)Nc2ccc(=O)n(Cc3ccc(Cl)c(Cl)c3)c2)cc1	-3%	-7%	?	4%	?	-11%	-1%	?	60%[activator]
COc1ccc(CCn2c(-c3ccco3)nc3nc4ccccc4nc32)cc1	52%[activator]	-2%	-39%[12.7 µM]	-12%	1%	-16%	1%	-8%	15%
O=C(O)c1ccc(NC2=Nc3cccc4cccc2c34)cc1	?	23%	·	-6%	25%	-16%	-6%	-8%[11.4 µM]	-6%
C=CCn1c(NCc2ccc(N(C)C)cc2)nc2ccccc21	-3%[58.9 µM]	-1%	?	-5%	-1%	-12%	-3%	?	45µM*
O=C(COC(=O)Cn1cnc2ccccc21)Nc1cc2c(cc1Cl)C(=O)c1ccccc1C2=O	-11%	?	·	?	?	-9%	-13%	-17%	-37%
O=C(CCSc1ccccc1)Nc1ccccc1C(=O)N1CCCC1	12%	0%	9%[59 µM]	4%	23%	-11%	-6%	-3%	0%
CCOc1ccc(CN2C(=O)c3ccccc3Sc3ccc(C(=O)NCc4ccc(C)cc4)cc32)cc1	10%	·	2%[59 µM]	-16%	38%	4%	-8%	-12%	·
O=C(Nc1ccc2oc(-c3ccc(F)cc3)nc2c1)c1ccccc1F	3%	1%	1%	4%	-6%	-3%	-5%	-19%	2%
Cc1c(NC(=O)Cn2[nH]c(=O)c3ccccc3c2=O)c(=O)n(-c2ccccc2)n1C	31%[activator]	-2%	-37%[59 µM]	-26%	12%	-2%	-1%	-2%	-1%
CCOC(=O)c1c(NC(=O)CN2C(=O)NC3(CCCCC3)C2=O)sc(C)c1-c1ccc(C)cc1	16%	-1%	-14%	-15%	0%[57.1 µM]	-21%	6%	-13%	11%
O=C(NCc1ccccc1)C1CCN(S(=O)(=O)c2cc([N+](=O)[O-])ccc2Cl)CC1	22%	0%	31%[59 µM]	-17%	1%	1%	1%	3%	18%
O=C(COc1ccccc1)Nc1ccc2c(c1)Cc1cc(NC(=O)COc3ccccc3)ccc1-2	26%	-8%	4%	9%	1%[57.1 µM]	0%	0%	-16%	14%
O=C(COC(=O)c1ccc(Cl)c(S(=O)(=O)N2CCN(c3ccc(F)cc3)CC2)c1)Nc1cccc(Cl)c1	-18%	?	-13%	-11%	1%	-19%	-6%	-32%	-32%
COC(=O)CSc1nc2ccccc2o1	4%	6%	8%[59 µM]	-8%	20%	-5%	-6%	4%	-6%
Oc1ccccc1C=NC1=NN(c2cccc(C(F)(F)F)c2)CC1	29%	2%	1µM*	-20%	-18%	-11%	8%	?	?
Nc1cccc2c1C(=O)N(CCOc1ccccc1F)C2=O	-18%	-7%	124%[activator]	0%	63%	-16%	-3%	80%[activator]	57%[activator]
O=C(CCN=C1NS(=O)(=O)c2ccccc21)OCC(=O)c1ccccc1Cl	19%	41%	56µM*	-4%	·	-9%	·	-15%	0%
Cc1cc(C)cc(NC(=O)CSc2nc(N)c(NC(=O)c3ccc(Br)o3)c(=O)[nH]2)c1	23%	59%[activator]	-3%	-6%	-28%	-11%	1%	-3%	-29%
Cc1ccc(OCCCC(=O)Nc2ccccc2C(F)(F)F)cc1	?	-4%	18%	11%	5%	-11%	0%	-5%	-3%
Cc1ccc(NC(=O)c2cnn(C)c2)cc1[N+](=O)[O-]	243%[activator]	-1%	-10%[59 µM]	-2%	0%	-11%	1%	-23%	-9%
CCOc1ccc(NC(=O)CSc2nc(-c3ccc(OC)cc3)nc3c2Cc2c(CO)cnc(C)c2O3)cc1	?	·	-15%[59 µM]	-2%	40µM*	-3%	-4%	-18%	?
CCCC(=O)O[C@H]1C[C@@H](C)N(C(=O)c2ccccc2)c2ccc(C)cc21	-7%	8%	2%[59 µM]	-24%	4%	-20%	-11%	1%	3%
CC(CCc1ccco1)NC(=O)CCc1nnc2ccc(NCc3ccccc3Cl)nn12 (stereo not given)	-15%	45%[activator]	-2%	4%	-26%	-1%	0%	-8%	-35%
CCc1ccc(C2CC(=O)N(c3ccc(F)cc3)C3=C2C(=O)OC3)cc1 (stereo not given)	21%	5%	75%[activator][59 µM]	-10%	-27%	10%[60.1 µM]	-4%	-4%	3%
O=C(Nc1nc2n(n1)C(c1ccc(F)cc1)CC(c1ccccc1)N2)c1ccco1 (stereo not given)	30%	2%	·	-13%	22%	1%	-4%	-10%	-7%
COc1ccc(-n2c(=O)c3c4c(sc3n(Cc3cccc(F)c3)c2=O)CN(C(C)=O)CC4)c(OC)c1	·	2%	25%[0.0925 µM]	·	0%	·	-6%	·	-16%
COc1ccc(-n2ncc(C(=O)N3CCN(C(=O)c4ccco4)CC3)c2C2CCN(C(=O)OC(C)(C)C)CC2)cc1	29%	·	-7%[59 µM]	-4%	5%	1%	2%	1%	9%[57.1 µM]
COc1ccc(Cl)cc1NC(=O)Cn1c(=O)c2ccccc2n2nncc12	-12%	·	?	-17%	36%	-9%	-9%	-27%	-23%
CCN1CCN(C(=O)/C=C/c2ccccc2[N+](=O)[O-])CC1	32%[activator]	?	?	3%	-1%	2%	4%	-10%	-17%
Cc1ccccc1N(CC(=O)NC1CCCC1)C(=O)c1oc(C(C)(C)C)cc1C	?	-3%	-43%[59 µM]	-7%	1%	-2%	-3%	-23%	5%
COc1ccc2[nH]cc(CCNS(=O)(=O)c3ccc(NC(C)=O)cc3)c2c1	78%[activator]	-4%	-2%	-7%	25%	-17%	0%	?	-9%
Cc1sc2nc(CN3CCOCC3)nc(NS(=O)(=O)c3ccc4c(c3)OCCO4)c2c1C	-10%	2%	-5%[59 µM]	-6%	2%	-6%	-8%	-11%	17%
Cc1oc(-c2ccccc2F)nc1Cn1c(SCc2cccc(C(F)(F)F)c2)nc2ccncc21	?	·	14%[59 µM]	-1%	-21%	-22%	-9%	-22%	0%
O=C(CCOc1ccccc1)Nc1ccc(S(=O)(=O)N2CCCC2)cc1	0%	1%	-14%[12.7 µM]	-11%	4%	-8%	-14%	-2%	1%
O=S(=O)(Nc1ccc(-c2ccc3nncn3n2)cc1)c1cccs1	39%[activator]	-2%	2%	-12%	·	-9%	·	-15%	-1%
COCC1CCN(C(=O)c2cc(COc3cc(C)c(Cl)c(C)c3)on2)C1 (stereo not given)	26%	39%	-4%[59 µM]	0%	6%	-2%	-5%	-5%	-14%
Nc1nc(NCC(=O)O)nc(NCc2ccccc2)c1[N+](=O)[O-]	26%	5%	-1%	1%	56%	-16%	-1%	-21%	-1%
Cc1cc(Br)ccc1NC(=O)C(Cc1ccccc1)NS(=O)(=O)c1ccc(Br)s1 (stereo not given)	1%	·	6%[59 µM]	-13%	34%	-1%	-3%	-9%	5%

From PubChem BioAssay

Not all compounds are listed. The share of hits here may be higher or lower than overall.
